Screens (PubChem BioAssay)
Wnt bcat act: Wnt/beta-catenin pathway activators, primary screen, cell-based, plate reader, single point; 1.2% of 300,000 active; activation, % at 9.35 µM; Wnt/beta-catenin reporter cell assay, activator; in the data active = activation above about 30%, passing the limit was not always enough; inconclusive = no clear call, values can overlap the other calls;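 also: 0% = neutral control wells and 100% = positive control wells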
PfHsp90 set2: growth inhibition of PfHsp90-expressing yeast, primary screen, antimalarial PfHsp90 inhibitor project, S. cerevisiae, BacTiter-Glo luminescence, single point, set 2 | BacTiter-Glo ATP, 48 h; yeast lacking PDR1 and PDR3 efflux regulators | inhibition, % at 9.4 µM | 0.32% of 310,000 active | AID 504621, 2011;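 active = every replicate shows inhibition above about 80%, whatever the replicate mean, limit read from the data; inconclusive = mean inhibition reaches the set limit but some replicate falls short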;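 also: 0% = DMSO neutral controls and 100% = 20 µM radicicol positive controls; yeast relying on Plasmodium falciparum Hsp90 in place of its own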
AddAB inh: growth inhibition of E. coli expressing H. pylori AddAB, primary screen, AddAB inhibitor project, absorbance | 0.29% of 330,000 active | AID 435030, 2010 | inhibition, % at 11.9 µM; in the data active = inhibition above about 12%;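 also: 0% = vehicle wells of infected cells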
Tat export inh: E. coli Tat export inhibitors, primary screen, MC4100, TorA-mCherry reporter, fluorescence, single point. inhibition, % at 10 µM. 0.036% of 340,000 active;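 active = mean replicate inhibition at least 50% and at least half of replicates individually reaching 50%; inconclusive = only one of the two criteria met; inactive = neither criterion met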;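 also: exported cargo escapes ClpAP degradation while cytoplasmic cargo is degraded and loses fluorescence; 0% = median of neutral control wells and 100% = median of NaSCN control wells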
PvdQ acylase: P. aeruginosa PvdQ acylase inhibitors, primary screen, biochemical, fluorescence, plate reader and imaging, single point. 0.063% of 340,000 active. PvdQ acylase [Pseudomonas aeruginosa LESB58]. purified PvdQ acylase. inhibition, % at 10 µM; in the data active = inhibition above about 30%, passing the limit was not always enough; inconclusive = no clear call, values can overlap the other calls;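 also: 0% = vehicle neutral wells and 100% = reference inhibitor wells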
CAL PDZ FP: CAL PDZ peptide-binding inhibitors, primary screen, biochemical, fluorescence polarization, Cer-tagged CAL PDZ, HTS | Golgi-associated PDZ and coiled-coil motif-containing protein (Homo sapiens), Q9HD26 | purified CAL PDZ, TMR-peptide fluorescence polarization, 1 h | inhibition, % at 20 µM | 0.02% of 330,000 active;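 active = highest replicate inhibition of at least 40%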;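 also: plate controls were DMSO neutral control wells for no effect and unlabeled competitor peptide control wells for full effect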
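material = purified tagged CAL PDZ domain construct (CerCALP) | buffer or medium = sodium phosphate/NaCl buffer pH 7.4 with TCEP, IgG, Thesit | reagent = TMR-labelled reporter peptide T*-PRC34 bound in PDZ groove | incubation = 1 h room-temperature incubation prior to read | measured by = fluorescence polarization (mP) | evaluation = percent inhibition from loss of millipolarization | control set = unlabelled peptide and DMSO controls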
E coli growth: E. coli V3065 growth inhibition, primary screen, counter-screen for AddAB inhibitor project, absorbance, OD600; inhibition, % at 11.9 µM; 18 h; AID 449728, 2010; 0.27% of 330,000 active;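 active = inhibition above the campaign's mean inhibition across all tested compounds plus 3 SD, cut at about 9.9% in these data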;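 also: uninfected addAB+ strain grown without phage in ampicillin broth; 0% = DMSO wells and 100% = ciprofloxacin 0.95 µg/ml wells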
DAGLB inh: DAGLB lipase inhibitors, primary screen, biochemical, fluorescence, HTS. AID 504411, 2011. inhibition, % at 5.17 µM. Diacylglycerol lipase-beta (Homo sapiens), Q8NCG7. 0.059% of 340,000 active. HEK293T DAGLB membrane lysate, EnzChek fluorogenic substrate; in the data active = inhibition above about 34%;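 also: 0% = enzyme with vehicle and 100% = wells lacking enzyme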
Target sequence (Q8NCG7 whole entry, looked up): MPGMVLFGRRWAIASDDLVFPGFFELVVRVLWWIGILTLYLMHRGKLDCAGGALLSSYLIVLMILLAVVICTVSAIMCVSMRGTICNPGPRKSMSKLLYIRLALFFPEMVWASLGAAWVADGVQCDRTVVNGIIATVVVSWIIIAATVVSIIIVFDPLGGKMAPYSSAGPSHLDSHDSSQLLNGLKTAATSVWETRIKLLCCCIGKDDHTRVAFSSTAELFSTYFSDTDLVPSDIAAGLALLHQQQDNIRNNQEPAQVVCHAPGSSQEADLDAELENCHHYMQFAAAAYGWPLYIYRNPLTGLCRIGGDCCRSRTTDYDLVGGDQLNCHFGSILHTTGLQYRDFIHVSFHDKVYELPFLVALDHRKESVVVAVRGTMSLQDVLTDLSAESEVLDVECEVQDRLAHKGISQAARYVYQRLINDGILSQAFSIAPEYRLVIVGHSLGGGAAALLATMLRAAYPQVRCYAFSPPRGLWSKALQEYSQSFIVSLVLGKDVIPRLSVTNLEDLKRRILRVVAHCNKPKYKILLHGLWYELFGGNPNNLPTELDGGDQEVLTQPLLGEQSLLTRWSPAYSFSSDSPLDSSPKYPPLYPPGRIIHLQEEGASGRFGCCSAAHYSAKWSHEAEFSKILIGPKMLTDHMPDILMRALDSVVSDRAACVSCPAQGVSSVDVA
Rtt109 Vps75: inhibitors of C. albicans Rtt109/Vps75 HAT, primary screen, biochemical, ThioGlo CoA-SH fluorescence, plate reader; Histone acetyltransferase RTT109 (Candida albicans (strain SC5314 / ATCC MYA-2876)), …; purified Rtt109/Vps75, 4 h; inhibition, % at 34.9 µM; 0.16% of 330,000 active; AID 540336, 2011;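 active = inhibition of at least 50% in every replicate; inconclusive = best replicate reaches 50% inhibition but some replicates fall short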
Target sequence (Q5AAJ8 whole entry, looked up): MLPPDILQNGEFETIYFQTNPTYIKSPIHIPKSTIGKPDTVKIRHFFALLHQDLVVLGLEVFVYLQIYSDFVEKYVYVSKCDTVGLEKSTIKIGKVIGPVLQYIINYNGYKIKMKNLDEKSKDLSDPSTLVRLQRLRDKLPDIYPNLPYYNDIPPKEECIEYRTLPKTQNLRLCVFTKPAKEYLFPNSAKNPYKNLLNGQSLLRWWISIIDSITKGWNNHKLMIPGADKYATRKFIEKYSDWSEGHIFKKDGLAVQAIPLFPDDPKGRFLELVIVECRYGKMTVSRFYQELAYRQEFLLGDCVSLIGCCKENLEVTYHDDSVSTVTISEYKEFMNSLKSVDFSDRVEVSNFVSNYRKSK
phage Ecoli inh: growth loss of phage-infected E. coli, primary screen, RecBCD inhibitor project, absorbance, with phage, HTS | inhibition, % at 11.9 µM | 0.26% of 360,000 active | AID 651602, 2012; in the data active = inhibition above about 11%
* marks the source's active call; other numbers are inactive results; ? = inconclusive; . = no result given.

SMILES	Wnt bcat act	PfHsp90 set2	AddAB inh	Tat export inh	PvdQ acylase	CAL PDZ FP	E coli growth	DAGLB inh	Rtt109 Vps75	phage Ecoli inh
CC(=O)c1ccccc1OC(=O)CCN1C(=O)c2ccccc2C1=O	-5.3	-7.4	2.5	17.4	5.6	-2.5	-0.6	-2.6	6.3	1.1
CCC(CO)Oc1cc(NC(=O)c2ccc(N)cc2)c2ncn(C(C)C)c2c1 (stereo not given)	-3.9	-42.5	-13.6	16.3	-4.8	-3.3	-15.8	2.1	-0.5	-7.6
Cc1n[nH]c(C)c1CCCCOc1ccc([N+](=O)[O-])cc1	-1.6	-31.0	1.4	7.1	-12.5	-0.3	-4.3	1.1	-6.6	-2.4
CN1C(=O)[C@H]2[C@@H](/C=C/c3ccccc3)N3C(=O)CN(Cc4ccc(-c5ccccc5)cc4)C(=O)[C@@]3(C)[C@H]2C1=O	-4.2	8.9	-0.7	9.2	-14.3	-0.5	-1.4	0.6	10.5	-0.1
Cc1ccc2c(c1)N(C(=O)CCC(=O)N1CCOCC1)CC(C)O2 (stereo not given)	-2.1	-5.3	-1.6	0.0	-11.5	-1.6	-0.9	0.6	-9.5	3.8
CCC(C)NCCOCCOc1ccccc1-c1ccccc1 (stereo not given)	3.9	.	3.8	3.4	-5.9	-2.2	1.2	-0.3	9.4	3.6
O=C(Nc1cccc(O)c1)C1CC(c2c(F)cccc2Cl)=NO1 (stereo not given)	1.5	6.3	5.0	-9.8	-11.7	-1.1	1.2	0.4	6.7	1.3
Cc1ccc(S(=O)(=O)NCCc2ccncc2)cc1[N+](=O)[O-]	0.7	-28.2	-2.2	2.0	11.9	0.3	0.3	-5.0	6.0	2.5
CCCNC(=O)C(Cc1ccccc1)NS(=O)(=O)c1cccc2nsnc12 (stereo not given)	2.0	.	1.9	-9.6	-2.9	-0.4	0.8	-0.3	-5.1	-2.2
CCN(CC(=O)Nc1ccc(NC(C)=O)cc1)C(=O)/C=C/c1ccco1	-6.2	-30.0	1.7	-6.3	-14.6	0.0	1.5	1.0	-3.0	-2.2
Cc1ccccc1-c1nc(CS(=O)(=O)CC(=O)NC(C)c2ccccc2)c(C)o1 (stereo not given)	2.0	-15.5	3.6	-1.5	5.2	-0.8	-3.4	0.2	6.2	-2.5
CCOC(=O)c1ccc(NC(=O)CSc2nc(N)c(NC(=O)c3ccc(Br)o3)c(=O)[nH]2)cc1	-0.2	-10.6	1.0	0.5	-11.3	-2.2	-1.1	2.9	-1.0	-0.9
CCCC(=O)Nc1ccc(C(=O)NNC(=S)NC(=O)c2ccc(Br)o2)cc1	0.2	5.4	-1.6	-5.4	4.9	.	-1.1	2.1	2.7	-0.5
CC(=O)Nc1cccc(NC(=O)CS(=O)(=O)c2cn(CC(=O)N(C(C)C)C(C)C)c3ccccc23)c1	-3.1	-6.6	-1.2	-10.8	-13.8	-1.9	0.6	-2.2	5.6	3.0
CCN(C(=O)/C=C/c1ccc(OC)cc1)C1CCCCC1	5.6	37.3	1.9	-0.9	-5.0	-0.9	-3.0	-1.8	2.3	3.2
CCOC(=O)C1=C(N)n2c(s/c(=C\c3cccnc3)c2=O)=C(C#N)C1c1cccnc1 (stereo not given)	-0.2	9.1	.	-1.1	-8.1	-2.9	.	-2.0	-7.4	0.0
CC(C)(CO)NCc1ccccc1OCC(=O)Nc1ccccc1	6.5	12.0	-0.6	-6.9	7.9	-2.1	0.9	-0.3	.	1.9
CCOC(=O)c1c(-c2ccc(C)cc2)csc1NC(=O)CCSc1nnc2ccccn12	.	18.6	1.0	-3.0	-15.6	-3.9	-0.4	0.5	-11.7	0.6
O=C(O)c1ccccc1CSc1nc2ccccc2[nH]1	15.4	25.4	1.0	3.9	3.2	-0.9	0.9	-2.2	.	-1.4
Cc1cc(C)c(C(=O)C(C)OC(=O)Cc2n[nH]c(=O)c3ccccc23)cc1C (stereo not given)	-2.1	-1.5	-3.5	0.4	-14.6	0.2	0.6	-2.0	6.1	3.1

Some entries already given, limited to Tat export inh and Wnt bcat act.
Structure	Tat export inh	Wnt bcat act
CCCNC(=O)C(Cc1ccccc1)NS(=O)(=O)c1cccc2nsnc12 (stereo not given)	-9.6	2.0
CCN(CC(=O)Nc1ccc(NC(C)=O)cc1)C(=O)/C=C/c1ccco1	-6.3	-6.2
Cc1ccccc1-c1nc(CS(=O)(=O)CC(=O)NC(C)c2ccccc2)c(C)o1 (stereo not given)	-1.5	2.0

The list goes on.
SMILES	Wnt bcat act	PfHsp90 set2	AddAB inh	Tat export inh	PvdQ acylase	CAL PDZ FP	E coli growth	DAGLB inh	Rtt109 Vps75	phage Ecoli inh
CCOC(=O)N1CCN(C(=S)NC(=O)c2c(-c3c(Cl)cccc3Cl)noc2C)CC1	7.0	0.3	-1.5	5.3	0.5	-2.9	-0.8	1.4	4.4	-0.2
CC(=O)c1ccc(OCC(=O)NCC(c2ccco2)N2CCCCC2)cc1 (stereo not given)	-1.0	-54.2	0.8	-0.7	-9.7	-0.1	0.1	-1.4	14.2	2.0
CCOc1cccc(SCc2noc(C(=O)NCCOC)c2C(=O)O)c1	-0.5	-7.7	1.6	-15.4	-19.1	-1.0	-1.4	2.8	0.8	2.4
O=C(NCC1CCN(c2ccc(S(=O)(=O)N3CCOCC3)cc2)CC1)c1cccc(Cl)c1	.	24.2	0.6	5.4	-7.6	-2.7	-2.1	1.4	.	-1.1
CCOc1ccc2nc(NC(=O)CN3CCOCC3)sc2c1	-1.5	-5.6	0.7	-5.5	4.4	-0.6	1.4	2.2	2.5	2.7
Cc1cccc(Cn2c(SCCN3CCOCC3)nc3c2c(=O)n(C)c(=O)n3C)c1	-2.0	5.9	-2.6	-2.7	5.0	-1.2	-0.5	2.5	-6.4	3.1
CCOc1cccc2cc(C(=O)OCC(=O)Nc3c(C)cccc3CC)c(=O)oc12	8.6	-17.8	.	1.4	-13.6	-0.1	.	1.2	-0.3	0.5
COC(=O)N/N=C\c1c(C)nn(-c2ccccc2)c1Cl	17.3	.	-0.3	3.8	-7.2	-0.4	0.6	1.9	-4.3	3.3
COCCNc1nc(N)c([N+](=O)[O-])c(NCC2CCCO2)n1 (stereo not given)	-2.0	19.2	3.4	?	24.6	0.0	0.2	-2.3	19.4	2.6
COc1ccc(N2C(=O)C3CCCN3C2=S)cc1 (stereo not given)	-0.6	9.4	4.3	-2.8	-13.7	-2.1	-1.3	-2.4	-9.2	-0.1
COc1ccccc1NC(=O)C(C)OC(=O)C1COc2ccccc2O1 (stereo not given)	1.9	-2.4	0.4	-2.8	-16.5	-0.3	-1.2	-0.2	4.9	2.4
COc1ccc(OC)c(C2CC(=O)Nc3c2c(=O)[nH]c2ncnn32)c1 (stereo not given)	-3.1	-11.4	1.4	-3.4	1.1	0.1	-0.4	-3.6	12.0	1.5
O=C(N/N=C/c1ccccc1OC(F)F)NC1CCCCC1	15.6	9.4	0.4	9.8	-17.1	1.0	-2.3	-0.7	-0.7	0.3
CCN1C(=O)[C@H]2[C@H]3CN=C(SC)N3[C@@](Cc3ccccc3)(C(=O)OC)[C@H]2C1=O	0.0	-8.6	-0.7	0.7	5.6	-0.4	0.4	-0.2	-3.8	-2.5
Cc1ccccc1OCC(=O)NCCNC(=O)c1cccnc1	0.0	6.6	1.0	-11.3	-3.8	-2.0	-1.4	1.7	-3.6	1.8
COc1ccc(CC(=O)Nc2c(C(=O)N3CCN(c4ccccc4)CC3)oc3ccccc23)cc1OC	-3.0	23.2	-1.5	10.6	-6.9	-0.5	-1.5	4.7	7.6	-1.6
COc1ccc(C(O)P(=O)(OCCC(C)C)c2ccc(N(C)C)cc2)cc1OC (stereo not given)	0.9	5.0	0.2	-2.9	-9.1	-0.3	-1.7	0.5	-7.9	0.0
Cn1c(CC(=O)Nc2ccccc2)nnc1SCC(=O)NC1=NCCS1	-2.2	-20.6	1.0	5.5	-14.6	-2.7	-2.4	0.9	-6.9	1.2
N#Cc1ccc(OCc2cccc(S(=O)(=O)N3CCOCC3)c2)cc1	1.9	-25.1	2.4	-5.9	-11.0	0.3	2.5	-0.1	5.7	-1.2
CC1=CC(=O)C=C(C)C1=NOC(=O)c1cccc([N+](=O)[O-])c1	.	.	2.9	-2.1	-15.9	-2.2	-0.5	1.5	2.1	0.9
CCOC(=O)c1c(C)[nH]c(C(=O)N/N=C/c2cc([N+](=O)[O-])ccc2O)c1C	-0.3	6.7	5.7	5.8	-4.5	-4.5	2.7	5.1	1.3	-3.5
Cc1cccc(N2CCN(C(=O)c3c(-c4ccccc4)noc3C)CC2)c1C	-4.9	25.1	-0.9	10.7	-0.8	0.2	1.6	-3.4	4.0	0.5
COc1ccc(C)cc1NC(=O)/C=C/c1ccc(OC)c(S(=O)(=O)N2CCOCC2)c1	-2.1	-7.9	-0.6	1.0	-0.1	-0.1	-2.8	-0.8	-9.3	1.5
Cc1cccc(N/C=C/C(=C(C#N)C#N)N(C)C)c1	.	-25.9	2.9	13.1	-21.3	-1.4	-0.5	1.3	-4.8	2.3
Cc1ccc(Cn2nnc3c(=O)[nH]c(C4CCN(S(=O)(=O)c5ccccc5)CC4)nc32)cc1	-2.6	-1.0	4.0	7.6	-11.4	.	-0.4	5.2	5.6	.
O=C(O)CSc1c[nH]c2ccccc12	-2.5	-27.5	4.2	-4.9	-10.3	-1.3	-0.6	-2.2	-2.9	-1.4
COc1ccccc1N1CCN(C2CCCN(Cc3cccc(O)c3)C2)CC1 (stereo not given)	-0.3	8.3	0.9	-7.8	4.4	-0.1	-2.2	-1.4	22.0	3.2
COc1ccccc1NC(=O)C(=O)N/N=C(\C)CC(=O)Nc1ccc(OCc2ccccc2)cc1	-1.1	2.6	4.6	0.7	-4.6	-1.1	-2.9	0.7	0.1	0.8
